MrgX1 antagonist: blocks BAM8-22 activation of human MrgX1 receptor; MRGX1-HEK293 calcium flux, Fluo-4, BAM8-22 antagonism; stronger effect = lower value; Q96LB2; B-score at 10 µM; 310,000 compounds, 1.3% hits;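 active means calcium-response B-score plate-corrected more than 3 library SD below zero, starting fluorescence within 5 deviations, no agonist response on first addition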;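 further: peak minus trough fluorescence over baseline after final BAM8-22 challenge near maximal dose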
Platelet DG rel: platelet dense granule release activity; human platelet-rich plasma, SFLLRN dense granule ATP release, luminescence; AID 1663; inhibition, %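 (compounds screened at 7.5 µM in platelet-rich plasma)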; 300,000 compounds, 0.22% hits;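 active means mean replicate score, as percent of positive control, at or above 50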
MrgX1 PAM: allosterically activates human MrgX1 receptor signaling. MrgX1-HEK293, Fluo-4 calcium flux, FDSS; stronger effect = higher value. B-score at 10 µM. 310,000 compounds, 0.63% hits;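 active means plate-corrected calcium response at least 3 library SD above typical, normal starting fluorescence, not activating the receptor alone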;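 further: compound read alongside a low EC10 to EC30 dose of BAM8-22 agonist; peak minus trough fluorescence over baseline measured at the second addition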
TRPC4 inh: TRPC4 (mouse) channel inhibition; Q9QUQ5; HEK293 TRPC4beta/mu-opioid, DAMGO-evoked Fluo4 calcium flux; stronger effect = lower value; B-score at 10 µM; 300,000 compounds, 0.39% hits; AID 2247;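 active means B-score over 3 SD under the library average, no early fluorescence shift, positive overall ratio signal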
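test system = HEK293 cells with stable TRPC4beta plus mu-opioid receptor expression | detection = Fluo4 Ca2+ flux fluorescence | read-out = integrated fluorescence ratio relative to baseline, converted to per-well B score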
MrgX1 agonist: activates human MrgX1 receptor signaling. Q96LB2. MrgX1-HEK293 cells, Fluo-4 calcium fluorescence, agonist mode; stronger effect = higher value. B-score at 10 µM. 310,000 compounds, 0.44% hits;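 active means calcium response B-score plate-corrected fluorescence ratio at least 3 library SD, with starting fluorescence B-score inside 5 SD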
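Material: MrgX1-expressing HEK293 cells; input: 15,000 cells per well; doses: test compound given as first of three sequential additions; schedule: overnight plating before 1 h dye loading; technique: Fluo-4 NW calcium-flux fluorescence, kinetic read; evaluation: baseline-normalised fluorescence change ratio, B-scored; control set: plate-wise positive and negative controls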
RGS4 block: inhibitors of human RGS4. B-score at 10 µM. P49798. HEK293 M3R/RGS4 inducible, Fluo-4 calcium flux; stronger effect = higher value; triggered by carbachol at its EC20. 310,000 compounds, 0.45% hits. AID 463165;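 active means B-score, a plate-corrected calcium signal, over three deviations above library mean, with baseline fluorescence within five deviations of library mean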;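 further: RGS4 expression induced by doxycycline in cells with stable M3 receptor; B-score is computed from the integrated fluorescence ratio over baseline after carbachol; higher B-score means a larger calcium signal and so more RGS4 inhibition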
RGS4 act: RGS4 potentiation or activation | 310,000 compounds, 0.92% hits | HEK293 M3R/inducible RGS4, carbachol calcium flux Fluo4; stronger effect = lower value | B-score at 10 µM;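 active means B-score of the integrated calcium signal more than 4 SD below the library mean, with starting fluorescence not abnormally high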;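 further: negative B-score means reduced calcium response which marks RGS4 activation or potentiation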
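Also added: carbachol at ECmax as muscarinic agonist stimulus; Assay system: HEK293 cells with stable M3R and inducible RGS4; Timing: overnight RGS4 induction, 30 min dye load 37 °C, 20 min compound RT; Measured by: Fluo4-AM (2 µM) calcium-flux fluorescence, kinetic read.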
TRPC6 act: activates the mouse TRPC6 cation channel; Q61143; HEK293-TRPC6 membrane potential dye fluorescence; stronger effect = higher value; B-score at 10 µM; 310,000 compounds, 0.13% hits; AID 2550;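 active means B-score of the integrated fluorescence ratio above library mean plus 3 SD, and starting fluorescence ratio within library mean plus 5 SD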;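 further: higher score means more depolarization so channel activation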
Target sequence (Q61143 whole entry, looked up): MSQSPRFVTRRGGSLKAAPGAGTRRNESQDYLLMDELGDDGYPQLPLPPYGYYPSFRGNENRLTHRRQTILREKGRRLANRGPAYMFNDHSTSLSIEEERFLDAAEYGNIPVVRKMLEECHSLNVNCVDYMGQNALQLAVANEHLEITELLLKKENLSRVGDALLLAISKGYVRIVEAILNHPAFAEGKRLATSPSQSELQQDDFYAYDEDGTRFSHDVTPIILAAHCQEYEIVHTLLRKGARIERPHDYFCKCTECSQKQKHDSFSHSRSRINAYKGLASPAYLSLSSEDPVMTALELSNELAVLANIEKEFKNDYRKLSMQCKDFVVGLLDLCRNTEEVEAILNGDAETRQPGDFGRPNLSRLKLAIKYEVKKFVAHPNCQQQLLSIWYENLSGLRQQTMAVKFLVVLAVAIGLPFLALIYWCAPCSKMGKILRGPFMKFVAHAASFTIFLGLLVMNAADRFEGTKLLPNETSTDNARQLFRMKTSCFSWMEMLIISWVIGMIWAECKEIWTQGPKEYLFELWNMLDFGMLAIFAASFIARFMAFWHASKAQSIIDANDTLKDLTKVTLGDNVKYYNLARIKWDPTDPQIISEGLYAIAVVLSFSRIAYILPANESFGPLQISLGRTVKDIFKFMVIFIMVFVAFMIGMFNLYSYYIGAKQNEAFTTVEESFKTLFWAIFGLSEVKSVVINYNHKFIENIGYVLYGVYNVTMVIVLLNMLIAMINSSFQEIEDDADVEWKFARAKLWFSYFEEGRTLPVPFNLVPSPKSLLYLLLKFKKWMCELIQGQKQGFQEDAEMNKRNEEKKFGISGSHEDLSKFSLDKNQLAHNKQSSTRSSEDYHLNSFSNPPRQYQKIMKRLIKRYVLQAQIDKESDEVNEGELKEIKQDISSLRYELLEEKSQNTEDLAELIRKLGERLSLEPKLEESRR
SKKanGAS inh: inhibitors of SKKanGAS S. pyogenes growth in kanamycin (SK-promoter or general growth effect) | 300,000 compounds, 1.3% hits | inhibition, % at 7.5 µM | AID 1662 | BacTiter-Glo, 6 h;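 active means mean replicate score, as percent of positive control median, at least 50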;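 further: strain carries kanamycin resistance gene driven by streptokinase promoter and grows in 40 µg/ml kanamycin; loss of luminescence reflects streptokinase promoter inhibition or plain growth inhibition; 0% = median of DMSO wells and 100% = positive control at its reference dose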
TRPC6 inh: mouse TRPC6 channel inhibition. 310,000 compounds, 1.1% hits. AID 2553. HEK293-TRPC6, membrane potential dye, ACh-evoked depolarization; stronger effect = lower value. B-score at 10 µM;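 active means B-score under library mean minus 3 SD, initial fluorescence not abnormally high, positive integrated signal ratio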;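 further: B-score derived from integrated fluorescence ratio over the kinetic read; more negative B-score means stronger inhibition of depolarization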
HIF act: HIF pathway transcriptional activation; U2OS HRE-luciferase reporter, luminescence; normalized: DMSO 0%, desferrioxamine 100%; activation, % at 7.5 µM (by protocol); 300,000 compounds, 0.32% hits;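 active means mean activation of at least 10% of the iron chelator positive control signal, with at least half of replicates also reaching 10%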
An asterisk follows results filed as active; i = inactive; x = not tested or not shown.

Every second line gives: MrgX1 antagonist, Platelet DG rel, MrgX1 PAM, TRPC4 inh, MrgX1 agonist, RGS4 block, RGS4 act, TRPC6 act, SKKanGAS inh, TRPC6 inh, HIF act
1	CCCn1c(SCC(=O)Nc2nnc(CC)s2)nnc1-c1ccncc1
→ i, 2, i, i, i, i, i, i, -6, i, -0.4
2	O=c1c(Br)c(N2CCCCC2)cnn1-c1ccccc1
→ i, -3, i, i, i, i, i, i, -13, i, 0.5
3	Cc1ccc(Cl)cc1NC(=O)N(C)CCO
→ i, -6, i, i, i, i, i, i, -6, i, -0.8
4	CC(C)C(C(=O)Nc1ccc(S(N)(=O)=O)cc1)N1C(=O)c2ccccc2C1=O (configuration not stated)
→ i, -4, i, i, i, i, i, i, x, i, 0.5
5	Cc1nc(NC(=O)c2ccncc2)sc1C(=O)N(C)C
→ i, 3, i, i, i, i, i, i, -2, i, -0.3
6	O=Cc1ccccc1OCCOc1ccccc1C=O
→ i, 6, i, i, i, i, i, i, 5, i, 2.8
7	Cn1c(=N)n(CC(=O)c2ccc(Cl)c(Cl)c2)c2ccccc21
→ i, 9, i, i, i, i, i, i, 13, i, -29
8	Cc1cccc(CNC(=O)c2ccccc2N)c1
→ i, 6, i, i, i, i, i, i, 0, i, 0.7
9	COc1ccc(Oc2nc3ccccc3n3cccc23)cc1
→ i, 1, i, i, i, i, i, i, -7, i, -0.1
10	CCOC(=O)N1CCN(c2ccc(Cl)c(Cl)c2)CC1
→ i, 6, i, i, i, i, i, i, -6, i, 107*
11	O=S1(=O)N=C(N/N=C/c2ccc(Br)o2)c2ccccc21
→ i, -1, i, i, i, i, i, i, 5, i, -0.1
12	Cc1cc(O)c(C(=O)/C=C/c2ccccc2O)c(=O)o1
→ i, -2, i, i, i, i, i, i, 13, i, -2.7
13	CNC(=S)NCCc1ccc(OC)cc1
→ i, 2, i, i, i, i, i, i, 8, i, -0.2
14	COc1cc(/C=C2/NC(=O)NC2=O)ccc1OCC(=O)Nc1ccc(F)cc1
→ i, 10, i, i, i, i, i, i, -14, i, -0.4
15	CCCn1c(N)c(C(=O)CSc2nc3ccccc3c(=O)n2-c2ccc(OC)cc2)c(=O)[nH]c1=O
→ i, 1, i, i, i, i, i, i, -9, i, -0.8
16	CCOc1cc(C)c(S(=O)(=O)N2CCCC2)cc1C
→ i, -1, i, i, i, i, i, i, 6, i, -0.8
17	CN(Cc1nc(-c2cnccn2)no1)Cc1n[nH]c2c1CCCC2
→ x, 3, x, i, x, i, i, i, 10, i, -0.8
18	COc1ccc(CN(CCC(c2ccccc2)c2ccc(OC(C)C)cc2)C(=O)CCl)cc1OC (configuration not stated)
→ i, 19, 10*, i, i, i, -7.1*, i, -3, i, -4.1
19	C=CCN(C(=O)c1csnn1)C(C(=O)NC1CCCC1)c1ccccc1F (configuration not stated)
→ i, 10, i, i, i, i, i, i, 1, i, -0.5
20	COC(C)c1oc2c(C)c3oc(=O)cc(C)c3cc2c1C (configuration not stated)
→ i, -3, i, i, i, i, i, i, 7, i, 1.6
21	CC1(C)CC(=O)c2sc(NC(=O)Cc3cccs3)nc2C1
→ i, 9, i, i, i, i, i, i, 6, i, 1.5
22	CCCN1C2=NCCN2c2cc(C)c(C)cc21
→ i, x, i, -7*, i, i, i, i, x, i, x
23	COc1cccc2cc(C(=O)N(C)C3CCN(C)CC3)c(=O)oc12
→ i, -4, i, i, i, i, i, i, 0, i, -0.3
24	CN(Cc1ccccc1)/C(=N/O)c1cccc(Cl)c1
→ i, 2, i, i, i, i, i, i, 25, i, -0.2
25	NC(=O)C1CCN(c2ncc(C(F)(F)F)cc2Cl)CC1
→ i, 6, i, i, i, i, i, i, -6, i, 0.9
26	CCCN(CCC)CCCNC(=O)c1ccc(CS(=O)(=O)c2c(Cl)cccc2Cl)o1
→ i, 0, i, i, i, i, i, i, -1, i, 0.3
27	O=C(Nc1ccccc1)Nc1ccncc1
→ i, 3, i, i, i, i, i, i, -4, i, -0.3
28	O=C(c1ccc(Cl)cc1[N+](=O)[O-])N1CCOCC1
→ i, 23, i, i, i, i, i, i, -7, i, -0.1
29	CC(C)(C)[C@H]1C=C(C(N)=O)O[C@@H](OCc2ccc(CO)cc2)C1
→ i, -1, i, i, i, i, i, i, 1, i, 0.1
30	COC(OC)c1ccc(C#N)c(SCc2ccc(C)cc2)n1
→ i, 4, i, i, i, i, i, i, -2, i, -0.6
31	CC1Cc2c([nH]c3ccccc23)C(=O)N1 (configuration not stated)
→ i, -7, i, i, i, i, i, i, 5, i, -1.2
32	CCN(CC)c1ccc(NC(=O)CSc2nc3nc(C)cc(C)c3c(=O)[nH]2)cc1
→ i, 6, i, i, i, i, i, i, 10, i, 386*
33	O=S(=O)(c1cccs1)N1CCCc2ccccc21
→ i, 2, i, i, i, i, i, i, 6, i, -1.4
34	O=C(Nc1cccc(C(F)(F)F)c1)c1cccnc1N1CCN(CCO)CC1
→ i, -4, i, i, i, i, i, i, -7, i, 0.2
35	CCOC(=O)C1=C(N)Oc2c(oc(CO)cc2=O)C1c1ccccc1 (configuration not stated)
→ i, 0, i, i, i, i, i, i, 3, i, 0.0
36	Cc1cc(C)cc(NC(=O)CSc2nnc(CNC(=O)c3cccs3)o2)c1
→ i, -6, i, i, i, i, i, i, -2, i, 0.2
37	Cc1ccc(S(=O)(=O)N2CCOc3ccccc32)c(C)c1NS(C)(=O)=O
→ i, -1, i, i, i, i, i, i, -1, i, 1.0
38	CCC(=O)Nn1c(C)nnc1C
→ i, -4, i, i, i, i, i, i, -4, i, -0.4
39	O=C(CCCCCN1C(=O)c2cccc3cccc(c23)C1=O)NC1CCS(=O)(=O)C1 (configuration not stated)
→ i, -1, i, i, i, i, i, i, 0, i, 0.0
40	O=C(Nc1ccccc1)Oc1ccc[nH]c1=O
→ i, 8, i, i, i, i, i, i, -1, i, -0.1
41	Cc1nc2c(sc(=S)n2Cc2ccco2)c(=O)n1CC(=O)Nc1ccccc1Cl
→ i, 0, i, i, i, i, i, i, 11, i, 0.0
42	O=C(Nc1ccc2nc3n(c(=O)c2c1)CCCC3)c1ccccc1F
→ i, -1, i, i, i, i, i, i, 1, i, 0.8
43	COc1ccc(S(=O)(=O)NC(C)C(=O)NCc2ccco2)cc1OC (configuration not stated)
→ i, -1, i, i, i, i, i, i, -13, i, -0.8
44	CCn1c2c(c3cc(OCC(C)C)ccc31)CCCC2=O
→ i, 0, i, i, i, i, i, i, -8, i, -0.4
45	CCOc1cc(/C=N/NC(=O)c2cccs2)ccc1OC(=O)N1CCOCC1
→ i, 9, i, i, i, i, i, i, -16, i, 0.7
46	COc1cccc(CNC(=O)C2CCCN(c3ncnc4c3nc3n4CCCCC3)C2)c1 (configuration not stated)
→ i, 3, i, i, i, i, i, i, 3, i, 0.1
47	Cn1c(=O)oc2cc(S(=O)(=O)NCCC(=O)N3CCc4ccccc43)ccc21
→ -5.1*, 4, i, i, i, i, i, i, 6, i, -0.1
48	COc1ccc(CCNC(=O)CN2c3cccc4cccc(c34)S2(=O)=O)cc1OC
→ i, -5, i, i, i, i, i, i, -4, i, -54
49	Cc1cccc(CSc2nc3c(c(-c4cccs4)c2C#N)CN(C)CC3)c1
→ i, -10, 8.7*, i, i, i, i, i, -4, i, 0.3
50	CCOC(=O)C1=C(Cn2cnc3ccccc32)NC(=O)NC1c1cc(C)ccc1C (configuration not stated)
→ i, -8, i, i, i, i, i, i, 9, i, -0.5
51	O=C(CNS(=O)(=O)c1ccccc1)N/N=C\c1ccc(Cl)cc1
→ i, 2, i, i, i, i, i, i, 6, i, 0.3
52	CC(=O)N1N=C(c2cccs2)CC1c1ccco1 (configuration not stated)
→ i, -4, i, i, i, i, i, i, 1, i, -0.1
53	OCCCNCc1cccc2ccccc12
→ i, 2, i, i, i, i, i, i, -5, i, 0.5
54	c1ccc(N2CCN(c3ccccc3)C2c2cccnc2)cc1
→ i, -6, i, i, i, i, i, i, 9, -5.6*, 0.6
55	Cn1c(SCC(=O)c2ccc3c(c2)OCO3)nnc1C1COc2ccccc2O1 (configuration not stated)
→ i, 1, i, i, i, i, i, i, 3, i, 0.0
56	CCOC(=O)c1c(NC(=O)CC2Nc3ccccc3NC2=O)sc(C)c1C (configuration not stated)
→ i, 0, i, i, i, i, i, i, 7, i, 0.0
57	CCC1Sc2ccccc2N(CC(=O)NCCC(C)C)C1=O (configuration not stated)
→ i, 1, i, i, i, i, i, i, -5, i, 0.6
58	CCOc1ccc(-c2nnc(-c3cccs3)o2)cc1
→ i, 6, i, i, i, i, i, i, 5, i, -5.1
59	COc1ccc(N=Nc2ccc(CO)cc2)cc1
→ i, 2, i, i, i, i, i, i, -6, i, 0.2
60	COc1ccc(NC(=O)N2CCCC(CNS(=O)(=O)c3cccs3)C2)c(C)c1 (configuration not stated)
→ i, 0, i, i, i, i, i, i, -3, i, 0.2

(list continues)
Every second line gives: MrgX1 antagonist, Platelet DG rel, MrgX1 PAM, TRPC4 inh, MrgX1 agonist, RGS4 block, RGS4 act, TRPC6 act, SKKanGAS inh, TRPC6 inh, HIF act
61	Brc1ccc(/C=N/Nc2nc3ccccc3o2)cc1
→ i, 1, i, i, i, i, i, i, -2, i, 4.2
62	CN(Cc1ccccc1F)C(=O)CN1c2cccc3cccc(c23)S1(=O)=O
→ i, 9, i, i, i, i, i, i, -2, i, -0.1
63	Cc1cc(NC(=O)CCC(=O)N(CC(=O)NC2CCCC2)c2cccc(C)c2C)no1
→ i, 7, i, i, i, i, i, i, 12, i, 2.0
64	COCCSc1ccccc1C(=O)Nc1cc(C)ccn1
→ i, 1, i, i, i, i, i, i, 6, i, -0.1
65	Cc1cc(Br)c(OCc2ccc(C(=O)N/N=C3\CC(=O)CC(C)(C)C3)cc2)c(Br)c1
→ i, 7, i, i, i, i, i, i, 32, i, -0.2
66	COc1ccc(N2CCN(C(=O)CCc3nnc4ccc(N5CCOCC5)nn34)CC2)cc1
→ i, 5, i, i, i, i, i, i, 1, i, 0.0
67	CCN1CCN(c2nn3c(=O)c4ccccc4nc3c3ccccc23)CC1
→ i, 3, i, i, i, i, -8.6*, i, 13, -5.3*, 1.5

High-throughput results: PubChem, several laboratories
